Bioassay records deposited in PubChem BioAssay by Broad Institute.
RAD52 inh – blocks human RAD52 DNA annealing. P43351. recombinant RAD52 DNA annealing, FRET fluorescence. inhibition, % at 18.7 µM. 360,000 tested, 0.46% active;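 active = every replicate showing at least 50% inhibition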
Target sequence (P43351 whole entry, looked up): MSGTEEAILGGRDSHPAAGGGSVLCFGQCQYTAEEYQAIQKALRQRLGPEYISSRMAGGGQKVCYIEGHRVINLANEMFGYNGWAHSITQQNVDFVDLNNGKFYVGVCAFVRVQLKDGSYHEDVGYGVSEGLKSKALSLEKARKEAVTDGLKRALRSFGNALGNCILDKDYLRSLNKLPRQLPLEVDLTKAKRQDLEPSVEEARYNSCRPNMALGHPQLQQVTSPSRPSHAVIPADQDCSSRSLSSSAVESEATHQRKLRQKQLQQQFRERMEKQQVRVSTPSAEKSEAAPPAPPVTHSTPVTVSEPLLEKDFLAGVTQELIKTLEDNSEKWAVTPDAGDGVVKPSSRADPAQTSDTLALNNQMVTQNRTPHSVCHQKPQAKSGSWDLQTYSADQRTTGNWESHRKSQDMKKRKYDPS
XiGFP reactiv – activators of X-chromosome reactivation in mouse fibroblasts; XiGFP mouse fibroblasts, % GFP-positive cells imaging, 3 d; cells co-treated with 5-aza-dC sensitizer; scaled so ellipticine positive control = 100%; AID 743238; activation, % at 7.58 µM; 360,000 tested, 0.055% active;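 active = mean normalized replicate activation at least 10% and every replicate at or above 10%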;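 also: 0% = median of on-plate neutral control wells and 100% = ellipticine 6 µM median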
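material = 68-5-11 XiGFP fibroblast line | medium = DMEM plus 5-aza-dC sensitizer | schedule = 3 days compound exposure | benchmarks = positive control ellipticine, 6 µM final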
S100A4 inh HTS – S100A4-myosin IIA interaction inhibition | P26447 | S100A4/TAMRA-MyoIIA peptide fluorescence polarization | inhibition, % at 10.7 µM | 360,000 tested, 0.14% active | AID 652163;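 active = mean inhibition of at least 70% across replicates, with every replicate also reaching that level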
Target sequence (P26447 whole entry, looked up): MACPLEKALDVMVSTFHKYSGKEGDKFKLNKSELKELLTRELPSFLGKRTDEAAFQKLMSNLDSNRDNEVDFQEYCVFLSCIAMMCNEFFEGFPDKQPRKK
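Test system: S100A4 monomer protein. Medium: HEPES buffer with Ca2+, pH 7.2. Reagent: fluorescent myosin IIA peptide, 5 nM. Compound dosing: single-point compound testing. Timing: 5 min between mix addition and reading. Benchmarks: DMSO neutral and TFP positive wells.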
esBAF inh – SWI/SNF esBAF complex inhibition | reporter increase, % at 12.5 µM | mouse ES cells, Bmi1-luciferase knock-in reporter, 24 h; 100% = twice the neutral-well signal | 350,000 tested, 2% active; in the data active = activation above about 40%;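 also: 0% = median of the plate's neutral control wells and 100% = double that signal; a rise in the Bmi1 reporter signal indicates esBAF inhibition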
ERAP1 inh – inhibitors of human ERAP1 aminopeptidase; Q9NZ08; recombinant ERAP1, Leu-AMC fluorescence, 60 min; inhibition, % at 10.7 µM; 340,000 tested, 0.15% active; AID 652197;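 active = mean replicate inhibition of at least 30%, or all replicates individually reaching that 30% level; inactive = mean below 30% and not every replicate reaching it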;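 also: 0% = neutral control wells and 100% = L-leucinethiol positive control wells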
ERp5 inh – inhibitors of human ERp5. ERp5 insulin aggregation, absorbance 650 nm, 90 min. inhibition, % at 9.99 µM. 350,000 tested, 0.05% active. AID 651711;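 active = mean replicate inhibition above about 25%, with every replicate also reaching it, limit read from the data, passing the limit was not always enough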
Target sequence (Q15084 whole entry, looked up): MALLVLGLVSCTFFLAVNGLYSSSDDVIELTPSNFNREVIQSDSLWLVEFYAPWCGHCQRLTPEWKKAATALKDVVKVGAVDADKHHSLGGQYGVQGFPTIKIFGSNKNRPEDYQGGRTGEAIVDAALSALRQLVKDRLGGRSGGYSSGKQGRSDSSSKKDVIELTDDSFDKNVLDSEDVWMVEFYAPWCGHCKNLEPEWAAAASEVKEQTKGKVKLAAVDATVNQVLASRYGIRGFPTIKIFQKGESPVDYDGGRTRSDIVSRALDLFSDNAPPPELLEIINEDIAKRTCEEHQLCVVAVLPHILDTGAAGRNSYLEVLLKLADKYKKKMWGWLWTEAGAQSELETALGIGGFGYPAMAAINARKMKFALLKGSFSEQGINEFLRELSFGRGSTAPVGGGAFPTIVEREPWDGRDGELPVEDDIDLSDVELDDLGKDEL
E-sel inducer – induces E-selectin expression in human endothelial cells. P16581. activation, % at 7.58 µM. HUVEC E-selectin immunofluorescence imaging; normalized: neutral wells 0, TNF-alpha wells 100. 260,000 tested, 0.37% active;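 active = mean E-selectin-positive cell signal at least 10% of the positive control, reached in at least 60% of replicates, without over 20% cell loss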;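 also: in these data hits start at about 27%; measured in HUVEC primary endothelial cells; signal is the percent of cells scored E-selectin positive by PE staining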
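Read-out basis: % PE-positive cells; Test system: HUVEC primary endothelial cells; Technique: immunofluorescence imaging; Dosing: single-point compound dose.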
RAD54 branch – inhibitors of human RAD54 branch migration | Q92698 | RAD54 Holliday junction branch migration, FAM/BHQ fluorescence | inhibition, % at 10.4 µM | 360,000 tested, 0.14% active | AID 602329;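 active = mean normalized replicate activity at least 40 and at least half of replicates scoring 40 or more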;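 also: 0% = median of neutral control wells and 100% = median of positive control wells; inhibitors cause a drop in the FAM fluorescence signal; in these data hits start at about 50%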
An asterisk follows results filed as active; . = no result given.

SMILES,RAD52 inh,XiGFP reactiv,S100A4 inh HTS,esBAF inh,ERAP1 inh,ERp5 inh,E-sel inducer,RAD54 branch
O=C(C[C@@H]1CC[C@@H]2[C@H](COC[C@@H](O)CN2C(=O)Nc2cccc(Cl)c2)O1)NCc1ccccc1F,9,-0.1,-1,6,-2,-2,0.1,0
CCOc1ccc(-c2nnn(CC(=O)Nc3cc(OC)ccc3OC)n2)cc1OCC,-3,.,-2,1,-3,0,.,-3
COc1ccc([N+](=O)[O-])cc1N(CC(O)CN1C(=O)NC(C)(C)C1=O)S(=O)(=O)c1ccccc1 (centres undefined),-13,0.1,-3,1,2,5,.,0
Cc1cc(=O)n2c(n1)NC(Nc1cccc(C)c1C)=NC2c1ccc(F)cc1 (centres undefined),-8,0.0,3,-8,-1,4,.,-4
Cc1noc(C)c1NC(=O)Nc1cccc2c1O[C@H](CN(C)Cc1ccncc1)[C@H](C)CN([C@H](C)CO)C2=O,-7,0.2,9,8,1,-8,.,-1
COc1cccc(NC(=O)N(C)C[C@@H]2Oc3ncc(C#Cc4ccccc4)cc3C(=O)N([C@@H](C)CO)C[C@@H]2C)c1,-2,0.1,-40,9,-3,2,.,8
CC1(C)Cc2nc3[nH]c(=S)[nH]c(=O)c3cc2CO1,-7,-0.2,-1,.,.,2,0.0,0
O=C(C[C@H]1CC[C@@H]2[C@H](COC[C@H](O)CN2Cc2ccccc2F)O1)N[C@@H]1CCN(Cc2ccccc2)C1,-4,0.0,-2,-4,1,1,0.1,1
COc1ccc(F)cc1S(=O)(=O)Nc1cccc(C(=O)O)c1,-1,0.0,-1,.,-6,1,0.5,.
C[C@H]1CN([C@@H](C)CO)C(=O)Cc2cc(NC(=O)Cc3cn(C)c4ccccc34)ccc2O[C@H]1CN(C)S(=O)(=O)c1ccc(F)cc1,-2,3.9,-4,1,2,8,0.7,-9
O=C(O)c1ccccc1-c1ccccc1C(=O)NNc1ccc([N+](=O)[O-])cc1,-11,-0.1,-2,.,.,4,-0.1,.
CC(C)NC(=O)CN(C(=O)CCC(=O)Nc1nccs1)c1ccc(C(C)C)cc1,5,0.0,1,0,3,0,0.7,6
COc1cc(CNC(=O)c2cc3ccccc3oc2=O)cc(OC)c1OC,-32,0.6,0,.,.,1,.,.
CN1C[C@H]2CON(C)[C@H]2C[C@H]1c1cccc(-c2ccc(C#N)cc2)c1,-5,0.5,-19,0,0,-3,-0.9,-1
O=C(N[C@H]1CC[C@H](CCNS(=O)(=O)c2ccc(F)cc2)O[C@H]1CO)c1cccc(F)c1,1,-0.1,-30,7,1,8,-0.4,-9

5 structures out of the list, arranged by count of non-hydrogen atoms, descending:
SMILES,RAD52 inh,XiGFP reactiv,S100A4 inh HTS,esBAF inh,ERAP1 inh,ERp5 inh,E-sel inducer,RAD54 branch
Cc1noc(C)c1NC(=O)Nc1cccc2c1O[C@H](CN(C)Cc1ccncc1)[C@H](C)CN([C@H](C)CO)C2=O,-7,0.2,9,8,1,-8,.,-1
O=C(C[C@@H]1CC[C@@H]2[C@H](COC[C@@H](O)CN2C(=O)Nc2cccc(Cl)c2)O1)NCc1ccccc1F,9,-0.1,-1,6,-2,-2,0.1,0
O=C(N[C@H]1CC[C@H](CCNS(=O)(=O)c2ccc(F)cc2)O[C@H]1CO)c1cccc(F)c1,1,-0.1,-30,7,1,8,-0.4,-9
Cc1cc(=O)n2c(n1)NC(Nc1cccc(C)c1C)=NC2c1ccc(F)cc1 (centres undefined),-8,0.0,3,-8,-1,4,.,-4
CN1C[C@H]2CON(C)[C@H]2C[C@H]1c1cccc(-c2ccc(C#N)cc2)c1,-5,0.5,-19,0,0,-3,-0.9,-1

New compounds follow
SMILES,RAD52 inh,XiGFP reactiv,S100A4 inh HTS,esBAF inh,ERAP1 inh,ERp5 inh,E-sel inducer,RAD54 branch
CCC(=O)N1C[C@H](C)[C@H](OC)CN(C)C(=O)c2ccc(NC(=O)Nc3ccccc3)cc2OC[C@H]1C,4,0.3,-11,-2,0,2,-0.3,-3
CCS(=O)(=O)NCC[C@@H]1CC[C@@H](NC(=O)C2CCOCC2)[C@@H](CO)O1,-13,0.0,13,-1,-1,4,0.0,3
C=CCOc1ccc(/C=N/NC(=O)C(=O)Nc2ccccn2)cc1OC,3,0.0,0,3,-2,-1,1.1,-6
CC1CCN(C(=O)CSc2nc3c(cnn3-c3ccc(Cl)cc3)c(=O)[nH]2)CC1,-7,-0.1,-2,4,1,5,0.0,-1
CCOC(=O)N1CCN(C(=O)c2ccccc2NC(=O)c2ccc(C(C)(C)C)cc2)CC1,-6,0.1,-4,.,-1,1,.,.
COc1ccc(OC)c(NC(=O)CS(=O)(=O)Cc2nc(-c3ccccc3C)oc2C)c1,-10,-0.1,1,2,-1,5,.,-9
C[C@@H]1CCCCO[C@H](CN(C)S(=O)(=O)c2ccc(Cl)cc2)[C@H](C)CN([C@@H](C)CO)C(=O)c2cc(NC(=O)Nc3cccc4ccccc34)ccc2O1,15,0.0,-10,-7,-4,-4,0.1,6
CCN1C(=O)[C@@H]2[C@@H](c3ccc(-c4ccccc4)cc3)N3CCCC[C@@]3(C(=O)OC)[C@@H]2C1=O,-140,0.0,-3,-3,1,2,0.7,-12
CC(C)CCNC(=O)c1cc(-c2cccs2)nc2ccccc12,-11,0.0,2,-3,1,6,0.0,-18
COc1ccc(CCNC(=O)Cn2nc(C)n3nc(-c4ccccc4)cc3c2=O)cc1OC,0,0.0,-4,1,0,-4,3.5,6
CCc1cc(=O)oc2cc(C)cc(OCC(=O)NCC(O)c3ccccc3)c12 (centres undefined),-2,0.1,-3,-4,1,11,-0.6,12
Cc1ccc(OC(C)C(=O)Nc2ccc(F)cc2)c([N+](=O)[O-])n1 (centres undefined),-1,-0.1,-8,2,1,1,.,3
Cc1cc2nc3c(nc2cc1C)CCCC3,-6,-0.1,-1,.,0,13,0.0,.
Cc1ccc(-c2c(C)n([O-])c3c([n+]2=O)CCCCC3)cc1,-9,0.0,-2,.,-2,-4,0.0,.
CCCC(=O)Nc1nc(CC(=O)OCC)cs1,-2,0.0,1,.,5,8,-0.7,.
O=C(Cc1ccc(-n2c(=O)c3ccccc3n(Cc3cccc([N+](=O)[O-])c3)c2=O)cc1)NCC1CCCO1 (centres undefined),-12,0.1,18,.,1,-4,-1.7,.
CCCc1cc(C(=O)Nc2ccc(Cl)cn2)cs1,-19,0.1,-3,.,-3,2,0.1,-1
O=[N+]([O-])C1C(c2ccccc2)=NOC1c1ccccc1O (centres undefined),-7,0.0,-4,33,0,0,.,-15
COC(=O)c1nn(-c2cccc(Cl)c2)ccc1=O,-6,0.8,-5,.,0,8,-2.9,.
CNC(=S)N/N=C/c1ccc(N2CCOCC2)s1,7,-0.2,-2,.,5,0,4.5,.
COc1cccc(CNC(=O)CCNC(=O)C2CCN(S(=O)(=O)c3ccc(F)cc3)CC2)c1,-2,0.1,2,0,0,6,0.3,-8
CCC(=O)N1CC(=O)N2[C@H](CO)[C@H](c3ccc(C#CCc4ccccc4)cc3)[C@@H]2C1,-17,0.3,-1,.,2,-3,0.2,.
COc1cccc(N2CC(C(=O)Nc3nnc(SCC(=O)N4CCCC4)s3)CC2=O)c1 (centres undefined),-28,0.0,3,-2,4,-2,0.3,-13
COc1ccc(N2CCc3c(C)nc4c(OC)cccc4c32)cc1,52*,0.6,1,.,20,3,3.6,.
CC1CCCC(NC(=O)c2ccc3c(c2)N(Cc2ccccc2)C(=O)CS3=O)C1C (centres undefined),-1,0.1,3,-4,-4,-1,1.1,11
Cc1ccc(S(=O)(=O)Nc2ccc3c(c2)C(=O)N([C@H](C)CO)C[C@@H](C)[C@H](CN(C)Cc2ccc(C(F)(F)F)cc2)OCCCC[C@H](C)O3)cc1,-41,0.7,43,-10,2,5,.,-7
O=C(O)C[C@H]1C[C@@H]2c3cc(NC(=O)NC4CCCC4)ccc3O[C@@H]2[C@H](CO)O1,2,0.1,-4,-5,-1,-3,-0.1,2
OCCC1CN(Cc2cccn2-c2ccccn2)CCN1C1CCCCC1 (centres undefined),-13,0.0,3,.,2,-6,.,.
C[C@@H]1CCCCO[C@@H](CN(C)Cc2ccc3c(c2)OCO3)[C@@H](C)CN([C@H](C)CO)C(=O)c2cc(NC(=O)Nc3ccccc3)ccc2O1,0,0.5,-3,-5,5,-3,-0.2,9
O=C(Cc1ccccc1)Nc1ccccc1C(=O)N1CCCCCC1,-19,0.2,2,3,0,3,0.4,3
Cc1ccc(S(=O)(=O)N(C)C[C@H]2Oc3c(NC(=O)NC4CCCCC4)cccc3C(=O)N([C@H](C)CO)C[C@@H]2C)cc1,-1,0.1,-1,-2,-2,6,-0.2,2
CCOC(=O)NC(=O)c1cn(-c2ccc(OC)cc2)c(=O)[nH]c1=O,-1,0.0,0,-16,2,0,0.4,.
CCOC(=O)N/N=C\c1ccc(OC(=O)c2ccco2)cc1,-4,0.0,-2,14,-2,-11,4.4,1
CC1=C(C(=O)N2CCCCCC2)CC(CC(=O)NCC2CCCCC2)C(=O)N1CCCN1CCCC1=O (centres undefined),-5,0.4,2,.,3,2,-0.2,.
CCN(Cc1cnn(C)c1)Cc1nc(C(c2ccccc2)c2ccccc2)no1,-5,-0.1,-18,1,.,1,0.0,-1
OCCC1CN(Cc2cccc3nccnc23)CCN1Cc1ccc(F)c(F)c1 (centres undefined),-7,-0.1,-1,.,-2,-4,.,.
COc1ccc(C(=O)c2coc3ccc(O)c(CN4CCCCC4)c23)cc1,-8,0.3,-2,15,-2,-6,0.2,16
CC(=O)Nc1ccc(S(=O)(=O)NC2(C(F)(F)F)NC(=O)N(Cc3ccccc3)C2=O)cc1 (centres undefined),-4,0.0,0,1,5,4,1.4,8
Cc1noc(C)c1S(=O)(=O)Nc1ccc2c(c1)C(=O)N([C@H](C)CO)C[C@H](C)[C@H](CN(C)C(=O)CCC(F)(F)F)OCCCC[C@@H](C)O2,7,-0.5,5,-1,-2,-4,0.1,1
c1ccc(NN=C2c3ccccc3-c3ccccc32)cc1,-25,0.1,-2,9,0,3,0.7,2
O=C(C[C@H]1CC[C@H](NC(=O)Nc2ccccc2F)[C@H](CO)O1)NCc1ccccc1,-5,-0.3,7,-8,-1,-3,-0.6,4
O=C1CNC(=S)N1C(CO)c1ccccc1 (centres undefined),-10,0.2,-3,4,-1,3,.,-6
COc1ccccc1CCC(=O)Nc1ccc2c(c1)CN(Cc1ccc(C)o1)CC2,-74,0.0,-6,2,2,2,.,5
CCNC(=O)C[C@H]1CC[C@H]2[C@@H](COc3ccc(NC(=O)c4ccc(C#N)cc4)cc3C(=O)N2C)O1,-8,0.0,-27,-3,0,.,0.1,6
O=C(C[C@@H]1CC[C@H]2[C@@H](COC[C@H](O)CN2S(=O)(=O)c2cccc(F)c2)O1)Nc1ccc(-c2ccccc2)cc1,9,0.1,-8,9,0,-2,1.0,8
C[C@@H]1CN([C@H](C)CO)C(=O)c2cc(NS(=O)(=O)c3ccc(Cl)cc3)ccc2O[C@H]1CN(C)S(=O)(=O)c1ccc(F)cc1,3,-0.4,0,-4,1,-1,-0.1,-8
O=[N+]([O-])c1ccc2c(c1)nc1n2CCSC1,-1,0.0,1,3,2,-6,1.2,2
COC(=O)C1=C(C)N(Cc2ccc(C(F)(F)F)cc2)C(=NCc2ccc3c(c2)OCO3)NC1c1ccccc1C(F)(F)F (centres undefined),-37,0.3,-5,.,5,5,-0.1,.
